PrPC surface inh – reduces human prion protein on the cell surface; cell surface PrPC, TR-FRET read-out; inhibition, % at 13.8 µM; 370,000 compounds, 0.43% hits; AID 720596; in the data active means inhibition above about 24%; further: 0% = median of the test wells and 100% = reference compound wells
Anthrax LF prot – blocks Bacillus anthracis lethal factor protease; P15917; multiplex microsphere protease cleavage assay, LF; inhibition, % at 10 µM; 360,000 compounds, 0.12% hits; AID 588501; further: plate controls were buffer without enzyme for full effect and enzyme alone for no effect
BoNT F protease – inhibitors of Botulinum neurotoxin F light chain protease; Multiplex microsphere protease cleavage assay, flow cytometry; inhibition, % at 10 µM; 360,000 compounds, 0.22% hits; AID 588497; in the data active means inhibition above about 35%, passing the limit was not always enough; inconclusive means no clear call, values can overlap the other calls; further: plate controls were buffer without enzyme for full effect and enzyme alone for no effect
CCHF vOTU inh – CCHFV vOTU protease inhibition. inhibition, % at 11.5 µM. 370,000 compounds, 0.55% hits. Pep-AMC fluorescence; in the data active means inhibition above about 30%; further: 0% = vehicle wells with enzyme and 100% = no enzyme wells
TcdB GH inh – TcdB glycohydrolase inhibition | inhibition, % at 9.99 µM | TcdB glycohydrolase enzymatic assay, plate reader | AID 652162 | P18177 | 350,000 compounds, 0.24% hits; in the data active means inhibition above about 10%
Target sequence (P18177 whole entry, looked up): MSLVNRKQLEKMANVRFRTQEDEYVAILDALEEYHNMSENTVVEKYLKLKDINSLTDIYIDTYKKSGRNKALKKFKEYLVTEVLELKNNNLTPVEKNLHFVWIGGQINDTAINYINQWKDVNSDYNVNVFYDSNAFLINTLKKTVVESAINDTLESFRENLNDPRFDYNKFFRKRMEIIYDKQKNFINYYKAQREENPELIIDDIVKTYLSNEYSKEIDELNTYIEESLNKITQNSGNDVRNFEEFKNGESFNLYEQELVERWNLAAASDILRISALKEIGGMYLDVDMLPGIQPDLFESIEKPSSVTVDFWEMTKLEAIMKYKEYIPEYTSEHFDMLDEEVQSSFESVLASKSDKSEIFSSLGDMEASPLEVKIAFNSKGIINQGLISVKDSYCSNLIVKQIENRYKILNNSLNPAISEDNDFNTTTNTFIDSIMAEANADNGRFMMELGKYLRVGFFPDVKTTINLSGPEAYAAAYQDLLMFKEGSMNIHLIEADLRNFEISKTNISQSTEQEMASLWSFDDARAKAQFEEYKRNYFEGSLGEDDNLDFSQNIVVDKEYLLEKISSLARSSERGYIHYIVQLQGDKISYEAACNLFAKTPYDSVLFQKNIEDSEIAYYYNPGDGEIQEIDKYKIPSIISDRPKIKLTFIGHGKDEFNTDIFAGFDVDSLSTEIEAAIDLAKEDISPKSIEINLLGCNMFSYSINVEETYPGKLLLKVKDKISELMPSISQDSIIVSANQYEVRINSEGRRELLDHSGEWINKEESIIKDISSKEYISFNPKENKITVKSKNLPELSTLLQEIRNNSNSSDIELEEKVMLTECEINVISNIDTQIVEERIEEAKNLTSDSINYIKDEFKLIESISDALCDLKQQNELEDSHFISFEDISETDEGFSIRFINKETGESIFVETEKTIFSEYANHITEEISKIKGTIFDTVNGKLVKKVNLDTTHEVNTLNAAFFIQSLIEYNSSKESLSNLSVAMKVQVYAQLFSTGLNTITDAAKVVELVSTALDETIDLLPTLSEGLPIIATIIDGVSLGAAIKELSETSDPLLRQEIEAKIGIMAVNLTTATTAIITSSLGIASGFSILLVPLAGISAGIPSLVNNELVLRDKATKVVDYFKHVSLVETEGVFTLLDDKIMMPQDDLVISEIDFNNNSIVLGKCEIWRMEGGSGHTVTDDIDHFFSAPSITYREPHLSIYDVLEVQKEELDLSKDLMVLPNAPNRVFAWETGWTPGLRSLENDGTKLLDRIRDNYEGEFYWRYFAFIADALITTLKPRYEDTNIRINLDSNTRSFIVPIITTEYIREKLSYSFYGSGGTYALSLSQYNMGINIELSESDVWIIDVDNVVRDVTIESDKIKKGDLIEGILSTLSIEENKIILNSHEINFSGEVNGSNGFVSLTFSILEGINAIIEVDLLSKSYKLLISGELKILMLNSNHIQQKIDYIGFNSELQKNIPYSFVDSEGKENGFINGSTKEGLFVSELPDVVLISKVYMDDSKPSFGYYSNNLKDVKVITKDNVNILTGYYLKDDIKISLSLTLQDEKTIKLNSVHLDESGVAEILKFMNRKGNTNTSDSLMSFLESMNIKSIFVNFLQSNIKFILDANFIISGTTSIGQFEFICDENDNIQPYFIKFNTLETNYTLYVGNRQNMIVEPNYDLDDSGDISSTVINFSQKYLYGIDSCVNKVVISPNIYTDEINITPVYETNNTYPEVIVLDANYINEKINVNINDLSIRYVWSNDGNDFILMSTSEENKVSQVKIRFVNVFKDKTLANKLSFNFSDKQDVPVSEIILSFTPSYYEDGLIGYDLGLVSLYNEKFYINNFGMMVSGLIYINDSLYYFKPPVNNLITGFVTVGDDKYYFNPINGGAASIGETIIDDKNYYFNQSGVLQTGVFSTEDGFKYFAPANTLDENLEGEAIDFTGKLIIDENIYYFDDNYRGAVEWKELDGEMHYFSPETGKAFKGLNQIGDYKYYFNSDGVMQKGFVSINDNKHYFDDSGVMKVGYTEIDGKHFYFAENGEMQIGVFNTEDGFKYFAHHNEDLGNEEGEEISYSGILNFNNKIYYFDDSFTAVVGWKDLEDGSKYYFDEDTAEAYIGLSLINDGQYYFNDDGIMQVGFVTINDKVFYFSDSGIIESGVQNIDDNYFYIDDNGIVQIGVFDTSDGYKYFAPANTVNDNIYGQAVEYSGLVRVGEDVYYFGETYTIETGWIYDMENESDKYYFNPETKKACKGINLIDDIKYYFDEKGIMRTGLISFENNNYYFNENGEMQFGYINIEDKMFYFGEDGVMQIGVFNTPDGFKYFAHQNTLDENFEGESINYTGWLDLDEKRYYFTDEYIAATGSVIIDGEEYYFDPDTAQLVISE
BoNT A protease – inhibitors of Botulinum neurotoxin A light chain protease; multiplex microsphere protease substrate cleavage, flow cytometry; inhibition, % at 10 µM; 360,000 compounds, 0.17% hits; AID 588499; further: plate controls were buffer without enzyme for full effect and enzyme alone for no effect
FadD28 FP inh – M. tuberculosis FadD28 bisubstrate binding inhibition | FadD28 bisubstrate probe binding, fluorescence polarization | inhibition, % at 12.5 µM | 360,000 compounds, 0.22% hits | AID 588549; in the data active means inhibition above about 8.5%, passing the limit was not always enough; inconclusive means no clear call, values can overlap the other calls
Yp Topo-I inh – Y. pestis Topo-I inhibition via cleavage products; Y. pestis Topo-I cleavage product accumulation, plate reader; activity, % at 10 µM; 360,000 compounds, 0.064% hits; AID 504884; in the data active means activity above about 50%, passing the limit was not always enough; inconclusive means no clear call, values can overlap the other calls; further: inactives centre near 2
PfHsp40 rescue – restores yeast growth despite PfHsp40 toxicity; S. cerevisiae expressing PfHsp40, growth rescue, ATP luminescence; growth rescue, % at 12.5 µM; 340,000 compounds, 0.68% hits; AID 504582; in the data active means growth rescue above about 28%, passing the limit was not always enough; inconclusive means no clear call, values can overlap the other calls;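 further: yeast W303a lacking pdr1 and pdr3 grown in galactose medium; growth measured after three days at 30 °C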
* hit, by the source's call; u = inconclusive; x = no result given. Unless noted, no stated cut-off is given here; in the data, active means inhibition above about 30%; inconclusive means no clear call, values can overlap the other calls; inactive means below that. Not a hit list. Share with any hit: about 2.3%.

item	smiles	CCHF vOTU inh	PfHsp40 rescue	TcdB GH inh	PrPC surface inh	Anthrax LF prot	Yp Topo-I inh	BoNT F protease	BoNT A protease	FadD28 FP inh
1	COc1ccc(-c2ccc(CN3C(CC(C)C)C(=O)N(Cc4cn(CCC5OCCCO5)nn4)CCS3(=O)=O)cc2)cc1OC (stereo not drawn)	7	x	1.8	-10	-2	21	-1	0.1	-2.4
2	COc1cc(/C=C2\SC(=S)N(NC(=O)c3ccncc3)C2=O)ccc1O	19	0.6	4.0	-20	-6	-8	-11	0.9	-6.4
3	O=C(Cc1ccc(Cl)cc1)NCCS(=O)(=O)N1CCN(c2ccccc2F)CC1	1	-1.1	-2.4	7	x	11	x	x	-1.0
4	COc1cccc(NC(=O)Nc2ccc3nc(C)c(C)nc3c2)c1	-3	-0.4	1.7	-11	3	-4	u	-1.8	-3.6
5	COc1ccc(C(C)(C)C)cc1S(=O)(=O)NCC1CCCO1 (stereo not drawn)	-9	0.6	0.4	-5	6	-2	u	-0.4	-2.2
6	CCCN(CC(=O)NC(=O)NCc1ccccc1)CC(=O)Nc1ccc(F)c(F)c1F	5	x	1.3	-4	-5	39	6	0.1	-2.3
7	CN(Cc1ccccc1F)C(=O)c1ccccc1Sc1ccccc1C#N	12	0.8	0.0	-1	0	42	7	4.3	-5.5
8	CCC(C)(C(=O)NC1CCCCC1)N(Cc1cccs1)C(=O)CC1NC(=O)NC1=O (stereo not drawn)	9	0.1	x	-1	1	5	-2	-0.9	0.4
9	Cc1ccc([C@@H]2C[C@H]3[C@@H](CN2S(=O)(=O)c2ccc(C)cc2)C(=O)C[C@@H](c2ccccc2)N3S(=O)(=O)c2ccc(C)cc2)cc1	2	x	1.4	7	-7	17	0	0.0	-3.3
10	CC1(C)Cc2nc(Cl)c(C(N)=O)cc2CO1	5	-0.7	-7.9	2	10	-5	u	-1.8	-4.9
11	Cc1ccc(-c2cc(C(F)(F)F)nc(SCC(=O)c3cccc([N+](=O)[O-])c3)n2)cc1	-3	-0.3	x	-3	-12	5	-28	-4.5	-2.3
12	Cc1cc(=O)oc2cc(OC(C)C(=O)Nc3ccc(N4CCOCC4)cc3)ccc12 (stereo not drawn)	1	0.0	x	4	-1	-11	0	3.2	-1.4
13	Cc1noc(C)c1C(=O)OCC(=O)Nc1c(F)cccc1F	1	-0.1	0.5	6	-7	-2	-7	-1.2	-1.1
14	Cn1c(SCC(=O)c2c(N)n(C)c(=O)n(C)c2=O)nnc1-c1ccccc1F	-5	-0.5	0.9	-10	-7	0	3	-0.3	-2.8
15	COc1ccc(-n2nc(C(N)=O)nc2-c2ccccc2)cc1	-8	-0.8	1.6	12	-3	-2	1	-0.2	-3.5
16	CC1Cc2ccccc2N1C(=O)CN1CCN(S(=O)(=O)c2cccs2)CC1 (stereo not drawn)	1	-1.4	0.1	3	2	17	-3	1.1	x
17	COc1ccc(-c2nc(C(N)=O)c3[nH]c(=O)n(-c4cccc(C)c4)c3n2)c(OC)c1	7	-1.8	1.3	2	-7	29	-9	0.3	-0.6
18	CCOc1ncccc1C(=O)Nc1ccc(S(=O)(=O)NC2=NCCCCC2)cc1	-17	-0.2	-0.1	1	-3	-1	-3	-0.2	-3.3
19	O=C(O)C1=NN(c2c(F)c(F)cc(F)c2F)C(=O)CC1	-2	-0.4	0.4	0	4	5	5	-2.9	-0.6
20	CC(=O)NC(c1ccco1)c1cc(Cl)c2ccccc2c1O (stereo not drawn)	-4	0.2	2.5	2	-1	-6	-10	-0.6	1.0
21	COc1ccc(NC(=O)c2ccc(C(=O)c3ccccc3)o2)cc1	3	0.3	x	-1	-2	-5	8	-0.2	-2.5
22	c1ccc(OCc2noc(CN3CC[C@@H]4CCCC[C@H]4C3)n2)cc1	0	0.3	-0.1	8	-4	u	3	-0.7	-1.3
23	Cc1nc(N2CCCC2C(=O)O)c2oc3ccccc3c2n1 (stereo not drawn)	19	0.4	x	-5	-8	-5	4	0.2	-3.1
24	CN(C(=O)CSc1nc2ccccc2[nH]1)C1CCS(=O)(=O)C1 (stereo not drawn)	6	-1.6	1.7	-8	0	2	4	-0.8	-3.8
25	CC(OC(=O)Cn1cnc2c1c(=O)n(C)c(=O)n2C)C(=O)NCc1ccccc1 (stereo not drawn)	16	-0.2	0.1	7	2	-5	2	3.2	-0.6
26	O=C(CN1C(=O)c2ccccc2S1(=O)=O)Nc1cccc(S(=O)(=O)N2CCOCC2)c1	11	-0.2	1.7	-5	-6	5	0	-0.1	-1.2
27	Cc1cc(C)n2nc(SCC(=O)Nc3ccc(S(=O)(=O)N(C)C)cc3)nc2n1	-2	-0.3	0.1	-3	x	0	x	x	0.1
28	Cc1ccc(C)c(C(O)c2ncc(-c3ccccc3)[nH]2)c1 (stereo not drawn)	12	x	1.4	-6	1	-4	2	0.1	-3.1
29	O=S(=O)(c1cccc(-c2n[nH]c(=S)n2Cc2ccccc2)c1)N1CCOCC1	-3	-1.0	2.9	5	-5	6	9	0.8	-1.1
30	NC(=O)C1CCN(C(=O)c2cc(-c3ccc(Cl)cc3)nc3ccccc23)CC1	14	-1.0	2.2	-10	-4	25	-2	-0.1	0.2
31	COc1cccc(N/N=C/c2cccc(Br)c2O)c1	-6	16	0.2	-2	-7	-30	-10	0.1	0.4
32	Cc1cc(C)c(S(C)(=O)=O)c(Oc2ccc(F)cc2)n1	8	0.6	x	2	-1	-2	1	1.1	0.8
33	Cc1ccc(C)c(N2CC(=O)N(c3cc(C)ccc3C)CC2=O)c1	-1	0.9	x	0	-2	2	12	0.8	-3.0
34	Cc1ccccc1Cn1c(CN2CCN(C(=O)c3ccco3)CC2)nc2c1c(=O)n(C)c(=O)n2C	-1	-1.5	1.7	2	-8	10	-3	-0.7	-1.5
35	Cc1ccc(NC(=O)c2cncc(Br)c2)nc1	8	0.4	1.2	0	6	3	3	-2.5	-2.2
36	O=C(O)CC(NC(=O)C(F)(F)F)c1ccc2c(c1)OCO2 (stereo not drawn)	-7	0.1	0.8	0	1	18	-4	-0.7	-1.3
37	Cc1nc2ccccc2c(=O)n1NS(C)(=O)=O	10	0.6	x	4	2	4	13	0.5	-0.6
38	CCOC(=O)C1C(=O)CC(C)(O)C(C(=O)OCC)C1c1ccco1 (stereo not drawn)	-1	1.0	x	-5	0	-8	19	0.7	-2.0
39	O=C1C=C(c2ccccc2)OC(=O)C1C(=O)c1ccccc1 (stereo not drawn)	-3	0.5	-1.8	10	-1	-2	3	0.5	-0.4
40	COc1ccc(CN(C)CC(=O)c2c(N)n(Cc3ccccc3)c(=O)n(C)c2=O)c(OC)c1	-11	-1.3	x	-11	-2	1	1	0.7	0.8
41	CC(C)C[C@H]1CN(CCCC[C@H]2CNC(=O)C(=O)N2CCC2CCCCC2)C(=O)C(=O)N1CCC1CCCCC1	2	x	-1.1	6	-1	x	7	0.5	x
42	Cc1nc(Cl)sc1C(=O)NC(C)c1ccc(Cl)cc1 (stereo not drawn)	9	1.8	1.4	7	-2	3	-8	0.0	-3.5
43	CC1CCC(NC(=O)c2ccc(NS(=O)(=O)c3ccc4[nH]c(=O)[nH]c4c3)cc2)CC1 (stereo not drawn)	-3	0.0	0.0	-1	-2	4	-3	0.6	-1.4
44	COc1ccccc1C(=O)NCC(=O)OC(C)C(=O)NC1CCCCC1C (stereo not drawn)	-10	-1.6	-0.4	6	0	1	6	0.4	0.6
45	CCOC(=O)[C@]12CCCC=C1N(Cc1ccc(Cl)cc1Cl)C(=O)[C@H](CC(=O)N1CCN(C(=O)c3ccco3)CC1)C2	7	x	-1.5	9	0	x	1	0.4	x

Entries of single compounds as entered above. Screens in order: CCHF vOTU inh | PfHsp40 rescue | TcdB GH inh | PrPC surface inh | Anthrax LF prot | Yp Topo-I inh | BoNT F protease | BoNT A protease | FadD28 FP inh
Profile of `COc1ccc(CN(C)CC(=O)c2c(N)n(Cc3ccccc3)c(=O)n(C)c2=O)c(OC)c1` = -11 | -1.3 | x | -11 | -2 | 1 | 1 | 0.7 | 0.8
Profile of `CC(C)C[C@H]1CN(CCCC[C@H]2CNC(=O)C(=O)N2CCC2CCCCC2)C(=O)C(=O)N1CCC1CCCCC1` = 2 | x | -1.1 | 6 | -1 | x | 7 | 0.5 | x
Profile of `CCOC(=O)C1C(=O)CC(C)(O)C(C(=O)OCC)C1c1ccco1` (stereo not drawn) = -1 | 1.0 | x | -5 | 0 | -8 | 19 | 0.7 | -2.0

Continuation.
item	smiles	CCHF vOTU inh	PfHsp40 rescue	TcdB GH inh	PrPC surface inh	Anthrax LF prot	Yp Topo-I inh	BoNT F protease	BoNT A protease	FadD28 FP inh
46	Cc1cccnc1CN1CCN(Cc2nc(Cc3cccc(F)c3)no2)CC1	-14	-0.5	1.4	-5	-4	1	-4	-1.7	-2.8
47	COC(=O)c1ccc(C2C(C#N)=C(N)Oc3cc(N)ccc32)cc1 (stereo not drawn)	-7	-0.5	-0.2	1	-6	-9	20	1.3	-1.7
48	NNS(=O)(=O)c1ccc2c(c1)Cc1cc(S(=O)(=O)NN)ccc1-2	9	-0.3	1.1	6	-2	7	-8	-1.9	x
49	Cc1ccc(C)c(C(O)c2ncc(-c3ccccc3F)[nH]2)c1 (stereo not drawn)	12	x	1.5	-3	-2	4	-4	-1.1	u
50	COc1ccc(S(=O)(=O)N2CC(=O)Nc3ccccc32)cc1F	-13	1.1	2.2	2	-3	0	-2	-0.3	-1.8
51	COc1cc(NC(=O)N2CCc3nc(NCc4cccc(Oc5ccccc5)c4)ncc3C2)cc(OC)c1OC	1	x	1.1	-5	-10	29	0	-0.5	-1.6
52	Cc1ccc(S(=O)(=O)Nc2c(C)[nH]c(=O)[nH]c2=O)cc1C	4	0.6	-0.1	-1	1	5	8	-0.3	0.5
53	CCN(c1ccccc1)S(=O)(=O)c1ccc(OC)c(NC(=O)c2ccccc2OC)c1	6	-1.1	0.7	4	-3	-7	1	-2.5	-0.2
54	COc1ccc2cc(OCC(=O)NNC(=O)Nc3ccc(C(C)=O)cc3)ccc2c1	8	2.6	0.8	4	0	50	2	0.7	-3.0
55	COc1ccc(CC(Cc2ccc(OC)c(OC)c2)NC=O)cc1OC	-6	x	0.0	-3	-3	-1	-2	-0.1	-3.1
56	CCOC(=O)C1CCCN(C(=O)c2cc(-c3ccccc3)on2)C1 (stereo not drawn)	-7	-0.7	x	5	-4	-7	-10	-0.5	-4.2
57	OC(CNCc1ccco1)COc1ccccc1 (stereo not drawn)	13	0.9	x	-7	1	-6	-3	-0.2	-0.8
58	CCOC(=O)c1cccc(NC(=O)CCNS(=O)(=O)c2cc(Br)cnc2N)c1	1	0.5	4.2	-5	-1	6	-9	-0.8	-2.4
59	O=C(CSc1nnnn1Cc1ccccc1)NC1CCCCC1	7	-1.8	0.5	-5	-1	-4	-3	-0.4	-1.0
60	Cc1cc(OCc2cc(C(=O)N3CCCCCC3)no2)cc(C)c1Cl	10	0.5	2.5	0	0	7	-5	0.1	-0.8
61	O=C(CCSc1ccccc1)NCCN1CCOCC1	-5	-2.0	x	3	-4	-5	4	7.5	-1.4
62	Cc1nn(-c2ccccc2)c2c1C1(C(=O)N(C(C)C)c3ccccc31)C(C#N)=C(N)O2 (stereo not drawn)	6	-0.8	x	-6	-3	17	2	-0.1	-5.6
63	O=C(Nc1cc2ccccc2oc1=O)c1ccccc1	-4	-0.9	1.3	-12	0	-5	5	-0.5	0.7
64	N/C(=N\OC(=O)CCCc1ccccc1)c1cccnc1	-6	-1.7	x	9	-1	3	1	0.2	-4.7
65	CSC1=NC2(CCCCC2)C2=C(CCCC2)N1	4	-1.6	-0.1	4	-3	-2	-9	-0.3	-1.7
66	Cc1ccc(N(C)S(=O)(=O)c2cccc(C(=O)OCC(=O)N3CCCC(C)C3)c2)cc1 (stereo not drawn)	-5	-0.4	2.7	-6	7	-3	-4	-0.5	-4.1
67	C[C@]12c3[nH]c4cc(-c5ccco5)ccc4c3CCN1C(=O)[C@@H](CC(=O)NCCc1ccccn1)C[C@@H]2C(=O)N1CCOCC1	-44	-1.4	2.2	-16	-6	28	-4	-0.9	-4.6
68	CC(C)n1c(SCC(=O)N2CCCC2)nc2c1c(=O)n(C)c(=O)n2C	2	-1.5	x	-2	2	1	-7	0.2	-1.2
69	Cc1ccc(NC(=O)c2cc(S(=O)(=O)N3CCCCC3)c[nH]2)cc1F	-2	0.7	-0.3	-4	-10	1	-5	-1.4	-0.7
